Screening data: PubChem BioAssay, National Center for Advancing Translational Sciences (NCATS)
LDHA block – LDHA (human) enzyme inhibition; purified LDHA, NADH/diaphorase-resazurin fluorescence; active compounds read low; P00338; 480,000 tested, 0.15% active; activity change, % (values are at about 110 or 230 µM); in the data active = activity change below about -30%; inconclusive = mostly about -25% to -30%;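 also: plate controls were DMSO wells for no effect and wells without enzyme for full effect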
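Human LDH5 at 2 nM final in Tris HCl pH 7.4 with 0.06 mM NADH and 0.2 mM pyruvate, reacted 5 minutes at room temperature. Remaining NADH coupled via diaphorase/resazurin; resorufin fluorescence read at 0 and 20 minutes, normalized to enzyme-free and DMSO wells.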
An asterisk follows results filed as active. The list is partial, so the mix of outcomes need not match the whole.

How did CC(Oc1ccccc1Cl)C(=O)c1c[nH]c2ccccc12 (configuration not stated) do in these assays?
LDHA block: 1

Results for Cn1c(=O)c2c(ncn2CC(COCc2ccc(F)cc2)OCc2ccc(F)cc2)n(C)c1=O (configuration not stated) ?
LDHA block: 9

What do the screens show for `Cc1cc(C)cc(Oc2coc3cc(OC(=O)c4ccco4)ccc3c2=O)c1`?
LDHA block: 8

How did CCC(C)NC(=O)CSc1nnc(C(=O)Nc2ccc(C)cc2)s1 (configuration not stated) do in these assays?
LDHA block: -9

Results for CSc1ccccc1NC(=O)c1cccc(F)c1 ?
LDHA block: 5

What do the screens show for `Nc1cccc2ncccc12`?
LDHA block: 10

What do the screens show for `CCS(=O)(=O)CCSC(C)C(=O)O` (configuration not stated)?
LDHA block: 11

How did CC1CCN(CCC(=O)N(CC#N)CC#N)c2ccccc21 (configuration not stated) do in these assays?
LDHA block: 1

What do the screens show for `CNC(=O)c1ccc(CN(c2nc3ccccc3o2)C2CC2)cc1`?
LDHA block: -6

What do the screens show for `CC(C)c1ccc(NC(=O)CSc2nc3c(=O)n(C)c(=O)n(C)c3n2C)cc1`?
LDHA block: 2

What do the screens show for `Cc1ccccc1-c1nc(SCc2cc(=O)n3nc(C(C)C)sc3n2)n[nH]1`?
LDHA block: -4

How did COc1cccc(C2C(C#N)=C(N)OC3=C2S(=O)(=O)N(C)c2ccccc23)c1OC (configuration not stated) do in these assays?
LDHA block: 4

How did COc1ccc(-c2cc(=O)c3c(ccc4ccccc43)o2)cc1 do in these assays?
LDHA block: 4

Results for O=C(c1cc2ccccc2oc1=O)N1CCCC(C(F)(F)F)C1 (configuration not stated) ?
LDHA block: 0

Results for CCn1nc(C(=O)Nc2nc3c(s2)CC(C)CC3)c2ccccc2c1=O (configuration not stated) ?
LDHA block: 10

Results for C=C(C)CC1(NCc2ccccc2)CCCCC1 ?
LDHA block: -1

How did N#CCCNC(=O)CSc1nc(C2CC2)nc2ccccc12 do in these assays?
LDHA block: -5

How did O=C(CN1CCN(c2ccccc2)CC1)Nc1oc2ccccc2c(=O)c1-c1ccc(F)cc1 do in these assays?
LDHA block: 0

How did O=C(CSc1ccc2ccccc2n1)NC1CCS(=O)(=O)C1 (configuration not stated) do in these assays?
LDHA block: 0

Results for CN(C)/C=C/C(=O)c1ccc[nH]1 ?
LDHA block: 5

What do the screens show for `CCOC(=O)N1CCN(c2cc(C(=O)O)c3cc(NC(=O)C(C)C)ccc3n2)CC1`?
LDHA block: 29

How did O=C(OCc1cccnc1)c1nn(Cc2ccccc2)c(=O)c2ccccc12 do in these assays?
LDHA block: -11

What do the screens show for `COc1ccc(-c2c(C)oc3cc(OCCN4CCC(C)CC4)ccc3c2=O)cc1OC`?
LDHA block: -5

What do the screens show for `COCCn1c(SCC(=O)Nc2ccc(Cl)c(C(F)(F)F)c2)nc2ccsc2c1=O`?
LDHA block: -18

What do the screens show for `O=C(CN1CCCc2cc(F)c(F)cc21)Nc1cccc2nsnc12`?
LDHA block: 6

How did CN(C)C(=O)CN(C)c1nc(-c2ccncc2)nc2ccccc12 do in these assays?
LDHA block: -19

Results for CC1(NC(=O)c2cn(-c3cccc(Br)c3)nn2)CCS(=O)(=O)C1 (configuration not stated) ?
LDHA block: 15

Results for CN(C)S(=O)(=O)c1cccc(NC(=O)c2ccccc2Oc2ccccc2)c1 ?
LDHA block: 6

How did Cc1csc(/C(C#N)=C\c2cccc3c2OCCCO3)n1 do in these assays?
LDHA block: 9

How did CC(C)c1ccccc1NC(=O)c1cc2ccccc2oc1=O do in these assays?
LDHA block: -8

How did N#Cc1ccc(/C=C2\Oc3cc(O)ccc3C2=O)cc1 do in these assays?
LDHA block: 4

What do the screens show for `COc1ccc(Br)cc1S(=O)(=O)N1CCN(S(=O)(=O)c2ccc3c(c2)OCCO3)CC1`?
LDHA block: -3

Results for CCCNC(=O)c1cccc(CNCc2ccsc2)c1 ?
LDHA block: -4

Results for CC(=O)Nc1ccc(S(=O)(=O)Nc2nc3ccccc3nc2Nc2ccc(N(C)C)cc2)cc1 ?
LDHA block: inconclusive

Results for CC(C)CC(=O)Nc1ccc(C(N)=O)c(Cl)c1 ?
LDHA block: -12

Results for COc1cc(-c2ccc3ncnc(N(C)Cc4csc(C)n4)c3c2)cc(OC)c1OC ?
LDHA block: -2

How did CCCCCC1CCC(c2ccc(C(=O)O)cc2)CC1 (configuration not stated) do in these assays?
LDHA block: 9

How did O=c1[nH]c(=O)n(-c2cccc(Cl)c2)c2c1CN(Cc1ccco1)CN2 do in these assays?
LDHA block: 0

How did C#CC(CC)(CC)NC(=O)C1CC(C)=C(C)CC1C(=O)O (configuration not stated) do in these assays?
LDHA block: -11

Results for COc1ccc(-c2nc(SCC(=O)Nc3cccc(C(F)(F)F)c3)n[nH]2)cc1 ?
LDHA block: 0

How did COc1ccccc1NC(=O)c1cc2ccc(O)cc2oc1=O do in these assays?
LDHA block: 1

How did Cc1ccc(NC(=O)Cn2cc(C#N)c3ccccc32)cc1 do in these assays?
LDHA block: 6

What do the screens show for `CC(C)=CCOc1ccc2c(=O)c(Oc3ccccc3)c(C)oc2c1`?
LDHA block: 7

How did O=C(COC(=O)c1ccc(F)c([N+](=O)[O-])c1)Nc1ccc2c(c1)OC1(CCCCC1)O2 do in these assays?
LDHA block: -23

How did CCOC(=O)c1ccc(N2CCN(C(C)=O)CC2)c(NC(=O)c2ccc(CC)cc2)c1 do in these assays?
LDHA block: -1

How did N#Cc1nc(-c2cccc3ccccc23)oc1NCc1ccc2c(c1)OCO2 do in these assays?
LDHA block: 0

How did C=CCOc1cccc(C(c2c[nH]c3ccccc23)c2c[nH]c3ccccc23)c1 do in these assays?
LDHA block: 12

Results for COc1cc(/C=C/C(=O)c2ccc(OCC#N)cc2)ccc1OCCC(C)C ?
LDHA block: 6

What do the screens show for `CCOc1ccc(NC(=O)c2cc3cc(OC)ccc3oc2=O)cc1`?
LDHA block: -5

Results for O=C(CSc1nnc(C2CC2)o1)c1c[nH]c2ccccc12 ?
LDHA block: 2

Results for COc1ccc(C)cc1NC(=O)COc1ccc(C(=O)Nn2c(C)ccc2C)cc1 ?
LDHA block: -1

How did COc1cccc(C2C(C(=O)Nc3ccccc3)=C(C)Nc3ncnn32)c1OC (configuration not stated) do in these assays?
LDHA block: 2

How did CCc1cc(C2CCCN2S(=O)(=O)c2cc(C)c(C)cc2C)on1 (configuration not stated) do in these assays?
LDHA block: 1

Results for CCOc1cc(/C=C/C(=O)c2ccc(Cl)cc2)cc(Cl)c1O ?
LDHA block: 14

Results for CCCCc1cc(=O)oc2cc(OCC(=O)OC)c(Cl)cc12 ?
LDHA block: 2

What do the screens show for `O=S(=O)(NCCO)c1ccc(I)cc1`?
LDHA block: 5

How did Cc1ccc(NC(=O)c2cc(-c3ccncc3)nc3ccccc23)c(O)c1 do in these assays?
LDHA block: 1

How did Cc1ccc(NC(=O)c2sc3nc4c(cc3c2N)CN(C(C)C)CC4)cc1 do in these assays?
LDHA block: -2

What do the screens show for `CCCCCc1ccc(-c2ccc(C(C)=O)cc2)cc1`?
LDHA block: -24

What do the screens show for `Cc1nnc2ccc(SCC(=O)Nc3cccc(Cl)c3Cl)nn12`?
LDHA block: -7

What do the screens show for `CN(CC(=O)Nc1cccc(F)c1)CC(=O)N(C)C1(C#N)CCCCC1`?
LDHA block: -2

Results for NC(=O)c1ccccc1NC(=O)c1ccc2ccccc2n1 ?
LDHA block: -1

Results for CN(Cc1ccc(C#N)cc1)Cc1ccco1 ?
LDHA block: 2

What do the screens show for `O=C(O)c1nnn(-c2cccc(F)c2)c1C(F)(F)F`?
LDHA block: 5

How did CC(C)CNC(=O)c1csc2c1CCC(C)C2 (configuration not stated) do in these assays?
LDHA block: 0

Results for COc1cc(/C=C/C(=O)c2cc3ccccc3o2)c2c(c1)CC(C)O2 (configuration not stated) ?
LDHA block: 8

How did Cc1oc(-c2cccs2)nc1CC(=O)N1CCOC(C)C1 (configuration not stated) do in these assays?
LDHA block: -3

How did COc1ccc(C(NC(=O)CC(C)(C)C)c2ccccc2)cc1 (configuration not stated) do in these assays?
LDHA block: 10

How did CCCCn1nc(C(=O)Oc2ccc(C(C)=O)cc2)c2ccccc2c1=O do in these assays?
LDHA block: 2

What do the screens show for `CCCCc1cc(=O)oc2cc(OCC(=O)Nc3ccc(C(N)=O)cc3)ccc12`?
LDHA block: -1

How did O=C(Nc1ccc(F)c(S(=O)(=O)N2CCOCC2)c1)C(Sc1ccccc1)c1ccccc1 (configuration not stated) do in these assays?
LDHA block: 6

How did CCc1ccc(NC(=O)Nc2c(N3CCCC3)c3ccccc3oc2=O)cc1 do in these assays?
LDHA block: 8

How did CSc1ccccc1C(=O)NC(C)(C)C do in these assays?
LDHA block: -25

Results for Cc1cc(SCC(=O)c2ccc(F)cc2)nc2ccccc12 ?
LDHA block: -4

How did COc1cccc(CN(C)CC(=O)N2c3ccccc3NC(=O)CC2C)c1OC (configuration not stated) do in these assays?
LDHA block: 1

How did CCOC(=O)c1sc(Nc2ccc(C)cc2)nc1C do in these assays?
LDHA block: 7

How did CCCNC(=O)c1cc(-c2ccc(C)s2)nc2ccccc12 do in these assays?
LDHA block: 3

What do the screens show for `CC(C)=CC1C(C(=O)NCC(C)(C)N2CCOCC2)C1(C)C` (configuration not stated)?
LDHA block: 14

What do the screens show for `CC(Sc1n[nH]c(-c2ccccc2)n1)C(=O)Nc1cccc(C(F)(F)F)c1` (configuration not stated)?
LDHA block: 5

How did CCc1ccc(NC(=O)CCc2nnc3ccc(NCc4cccnc4)nn23)cc1 do in these assays?
LDHA block: 3

What do the screens show for `O=C(O)CCC(=O)OCCCc1ccccc1`?
LDHA block: 4

How did Cc1nc2cc(NC(=O)COc3ccc(F)cc3Cl)ccc2o1 do in these assays?
LDHA block: 7

Results for Cc1cc(NCCCNc2ccccc2)nc(-c2cccnc2)n1 ?
LDHA block: 2

What do the screens show for `O=C(NC1CCCc2ccccc21)C1CC2CCCC(C1)C2=O` (configuration not stated)?
LDHA block: 4

What do the screens show for `COc1ccccc1-c1nnc(SCC(=O)c2ccc(Br)s2)n1C`?
LDHA block: -9

What do the screens show for `COCCNC(=O)CCc1ncc(-c2ccc(C)c(C)c2)o1`?
LDHA block: 2

What do the screens show for `CNC(=O)NC(=O)CSc1ncnc2ccccc12`?
LDHA block: -2

What do the screens show for `Cc1ccc(NC(=O)CN(C)S(=O)(=O)c2cccc3cc(C)cnc23)cc1`?
LDHA block: 4

How did CC(C)CCn1nc(C(=O)NCCc2ccc(S(N)(=O)=O)cc2)c2ccccc2c1=O do in these assays?
LDHA block: 6

Results for O=C(NC1CCN(Cc2ccc(F)cc2)CC1)c1cccs1 ?
LDHA block: -6

What do the screens show for `Cc1cccc(Nc2nc(-c3cc4ccccc4oc3=O)cs2)c1C`?
LDHA block: -2

How did CCC(NC(=O)c1ccc(N(C)C)cc1)c1ccc(C)cc1 (configuration not stated) do in these assays?
LDHA block: 0

How did O=c1[nH]c(CSc2nnc(-c3ccccc3F)n2C2CC2)nc2ccc(Cl)cc12 do in these assays?
LDHA block: 3

Results for Cc1ccccc1-c1ccc2cccc(C)c2n1 ?
LDHA block: 4

How did COC(=O)C(C)CNCc1ccccc1 (configuration not stated) do in these assays?
LDHA block: -3

Results for Cn1c(SCC(=O)Nc2ccc(F)cc2)nc2cc(-c3ccccc3)sc2c1=O ?
LDHA block: 5

Results for Cc1cc(-c2nnn(CC(=O)NC(C)(C)C)n2)ccc1F ?
LDHA block: -3

Results for CC(OC(=O)c1cccc(N(C)C)c1)C(=O)c1ccccc1 (configuration not stated) ?
LDHA block: 7

How did COc1ccccc1OCC(C)N (configuration not stated) do in these assays?
LDHA block: 2

What do the screens show for `CC(C)(C)c1ccc(/C=N/Nc2ccc(Cl)c(Cl)c2)cc1`?
LDHA block: 13

How did Cc1cc(C)cc(N2CC(c3nc(-c4cccnc4)no3)CC2=O)c1 (configuration not stated) do in these assays?
LDHA block: -2

What do the screens show for `O=C(NCCC(=O)N(Cc1ccccc1F)C1CC1)c1ccc(Cl)cc1`?
LDHA block: -2
